From PubChem
TRHR agonist: TRH receptor (human) agonism; TRHR cells, calcium flux fluo-8, FDSS agonist mode; actives 0.18% (n = 360,000); AID 493084; activation, % at 2 µM; in the data active = activation above about 30%; note: 0% is about no effect
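TRHR-expressing cells, plated overnight in medium with 10% serum, were loaded with fluo-8 calcium dye at room temperature. After a 10 s baseline, library compound was pin-added and calcium release was recorded kinetically (ex 480/em 530) as agonist response.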
POLI inh: DNA polymerase iota (human) inhibition. Q9UNA4. Pol iota fluorescent replication assay, 10 min. Potency, µM (titrated, usually from 115 µM), without a hit: top-dose activity, negative = inhibition, hits mostly inhibitors. actives 1% (n = 390,000). AID 588590; note: potency is the fitted concentration of half-maximal effect
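Pol iota at 10 nM preincubated 15 min with compounds at room temperature; reaction started with fluorescent substrate, 50 nM final. Fluorescence read kinetically at 0 and 10 min; buffer-only wells as negative control.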
POLB inh: blocks human DNA polymerase beta activity; Pol beta primer extension/strand displacement, fluorescence kinetic; Potency, µM (top dose mostly 114 µM), inactives show at the highest dose activity change, negative = inhibition, actives largely listed as inhibitors; actives 1.3% (n = 340,000); AID 485314; note: potency is the fitted concentration of half-maximal effect; % is set by controls: 0 for no effect and ±100 for the full control effect
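10 nM enzyme + cpd, 15 min RT; start with substrate 50 nM final; read 0 min and after 10 min RT. Corrected, normalized data; 4-parameter Hill curve fit.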
ERG Ets-DNA blk: blocks human ERG Ets domain binding to DNA; AID 624246; fluorescence polarization, His-ERG Ets domain / labelled DNA; P11308; actives 0.028% (n = 370,000); Potency, µM (doses to about 76.9 µM), for inactives: top-dose FP activity, negative = inhibition, actives largely listed as inhibitors; active = well fitted inhibition curve with a large enough effect in the polarisation, with a control signal flat; inconclusive = small, poorly fitted or top-dose-only effect, or effect the other way, or a change in a side signal; inactive = no such curve, though single readings can be large or run the other way; the % refers to the polarisation;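 note: polarization taken with two DNA probes labelled with fluorescein and Texas red; potency is the fitted concentration of half-maximal effect; % of control where 0% means no effect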
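His-tagged ERG Ets domain (1 uM in the protein solution; 300mM KCl, 50mM Tris-HCl, 1mM EDTA, 1mM DTT, pH 7.5) received compound, then a probe mix of 5 nM fluorescein-DNA and 100nM Texas-615-DNA. Fluorescence polarization was read for both dyes.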
BLM inh: Bloom syndrome helicase (human) inhibition; P54132; recombinant BLM DNA unwinding, fluorescence dequenching; Potency, µM (series often up to 56.1 µM), inactives show at the highest dose activity change, negative = inhibition, hits mostly inhibitors; actives 0.2% (n = 350,000); AID 2528;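 note: potency is the fitted concentration of half-maximal effect; plate controls were vehicle for no effect and no enzyme for full effect; nearly all actives have a fitted effect of over 35% in size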
Pol kappa inh: blocks human DNA polymerase kappa activity; purified Pol kappa, fluorescent DNA synthesis assay, 10 min; Potency, µM (doses to about 107 µM), for inactives: at the top dose activity, negative = inhibition, hits mostly inhibitors; actives 0.53% (n = 400,000); AID 588579; note: potency is the fitted concentration of half-maximal effect; % is set by controls: 0 for no effect and ±100 for the full control effect
Target sequence (Q9UBT6 whole entry, looked up): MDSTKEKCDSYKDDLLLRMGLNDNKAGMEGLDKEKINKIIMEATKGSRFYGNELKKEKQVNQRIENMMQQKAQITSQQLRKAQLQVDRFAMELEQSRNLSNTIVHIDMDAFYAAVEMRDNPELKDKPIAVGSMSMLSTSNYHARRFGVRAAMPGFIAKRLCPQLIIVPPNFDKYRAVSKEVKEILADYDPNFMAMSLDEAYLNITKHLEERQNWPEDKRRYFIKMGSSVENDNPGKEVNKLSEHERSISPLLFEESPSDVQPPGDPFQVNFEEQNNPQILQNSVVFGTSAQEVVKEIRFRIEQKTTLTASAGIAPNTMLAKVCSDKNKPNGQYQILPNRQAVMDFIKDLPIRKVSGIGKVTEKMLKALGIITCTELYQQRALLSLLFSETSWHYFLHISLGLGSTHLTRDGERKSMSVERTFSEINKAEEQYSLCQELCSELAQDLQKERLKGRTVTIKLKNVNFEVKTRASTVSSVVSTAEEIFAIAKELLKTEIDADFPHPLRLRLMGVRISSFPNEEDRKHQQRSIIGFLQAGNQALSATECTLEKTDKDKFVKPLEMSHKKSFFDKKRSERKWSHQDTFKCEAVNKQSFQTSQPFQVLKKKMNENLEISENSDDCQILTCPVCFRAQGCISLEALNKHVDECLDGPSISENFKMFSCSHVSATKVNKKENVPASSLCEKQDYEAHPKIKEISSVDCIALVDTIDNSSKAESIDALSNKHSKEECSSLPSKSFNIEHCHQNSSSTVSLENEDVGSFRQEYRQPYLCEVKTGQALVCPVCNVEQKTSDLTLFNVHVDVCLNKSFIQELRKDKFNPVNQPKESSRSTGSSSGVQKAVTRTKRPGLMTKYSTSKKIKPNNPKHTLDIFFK
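10 nM Pol kappa was preincubated with compounds for 15 min at room temperature. Reaction started with 50 nM (final) substrate. Fluorescence read kinetically at 0 and 10 min.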
12-LOX inh: inhibitors of human 12S-lipoxygenase ALOX12; purified 12hLO, xylenol orange hydroperoxide absorbance; Potency, µM (titrated, usually from 108 µM), without a hit: top-dose activity change, negative = inhibition, hits mostly inhibitors; actives 1.1% (n = 580,000); AID 1671190; note: potency is the fitted concentration of half-maximal effect; % is set by controls: 0 for no effect and ±100 for the full control effect
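Purified human 12hLO (150 nM final) in 25 mM Hepes, 0.01% Triton X-100, pH 7.0 was preincubated 15 min at room temperature with compound. Then 40 uM arachidonic acid was added, 30 min. Hydroperoxide was read by Fe-XO absorbance ratio 573/405 nm.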
Anesthetic bind: candidate novel general anesthetic via apoferritin binding; actives 0.074% (n = 350,000); apoferritin/1-aminoanthracene competitive binding, fluorescence; Potency, µM (doses to about 77.5 µM), inactives show at the highest dose activity change, negative = displacement, most hits filed as inhibitors; AID 485281; note: potency is the fitted concentration of half-maximal effect; % is set by controls: 0 for no effect and ±100 for the full control effect; nearly all actives have a fitted effect of over 20% in size
Target sequence (P02791 2-175 limits assumed): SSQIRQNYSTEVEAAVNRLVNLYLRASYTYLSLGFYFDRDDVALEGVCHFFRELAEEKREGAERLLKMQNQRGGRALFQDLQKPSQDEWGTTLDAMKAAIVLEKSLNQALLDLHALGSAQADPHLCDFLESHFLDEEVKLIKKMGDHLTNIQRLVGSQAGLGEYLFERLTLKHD
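Horse-spleen apoferritin (10 uM) was mixed with 50% saturated 1-aminoanthracene in PBS, exposed to compounds for 10 min at room temperature, and read for fluorescence (ex 380 nm, em 535 nm). Competitive displacement was fitted with a four-parameter Hill equation.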
APE1 inh: APE1 (human) endonuclease inhibition | recombinant APE1, TAMRA/BHQ-2 abasic DNA cleavage fluorescence | AID 2517 | actives 0.35% (n = 350,000) | Potency, µM (doses to about 65.8 µM), for inactives: at the top dose activity change, negative = inhibition, actives largely listed as inhibitors;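 note: potency is the fitted concentration of half-maximal effect; plate controls were vehicle for no effect and reference inhibitor for full effect; nearly all actives have a fitted effect of over 55% in size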
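Endonuclease cleavage of a quenched abasic-site DNA duplex (50 nM) by APE1 (0.75 nM) was tracked by TAMRA dequenching. Compounds were preincubated with enzyme 15 min at room temperature; data normalized to buffer-only and DMSO wells plus NSC13755 control.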
Active calls of the source: *; i = inactive; ? = inconclusive; . = no result given; & = joins results of further samples; [ ] = dose if it differs, or a comment. Unless noted, calls come from the whole dose curve; as a rule, active = well fitted curve in the direction sought with a large enough effect; inconclusive = small, poorly fitted or top-dose-only effect, or another doubt; inactive = no such curve, though single readings can be large; an effect the other way counts as inactive or inconclusive. Only part of the results is shown. The share of hits here may be higher or lower than overall.

1) O=C(Cn1c(=O)c2cccn2c2ccccc21)NCCCN1CCCCC1
2) CCOC(=O)CSc1nc2ccccc2n2cnnc12
3) Cc1cc(/C=C(\C#N)C(=O)N2CCOCC2)c(C)n1C1CCCC1
4) O=C(C1CC1c1ccccc1)N1CCOCC1 (stereo not given)
5) O=C(CCC(=O)N(CC(=O)NC1CCCC1)c1ccc(F)cc1)Nc1nccs1
6) COc1ccccc1CNC(=O)c1ccc(NS(=O)(=O)c2c(C)noc2C)cc1
7) CCOc1ccc(CC(=O)OCN2C(=O)c3ccccc3C2=O)cc1
8) O=C(C[n+]1ccc(C(=O)NCCCO)cc1)c1cccc(Br)c1

| compound no. | 1 | 2 | 3 | 4 | 5 | 6 | 7 | 8 |
| --- | --- | --- | --- | --- | --- | --- | --- | --- |
| TRHR agonist | 0.6 | 0.1 | 0.3 | 0.4 | 0.1 | 0.2 | -1.1 | 0.5 |
| POLI inh | -1% | 34%[activator] | 4% | 47%[activator] | 27% | 11% | -1% | 77%[activator] |
| POLB inh | -14% | 8% | 3% | 17% | 25% | 7% | 28% | 0% |
| ERG Ets-DNA blk | -7% | 2% | 1% | 14% | 12% | -11% | -1% | -8% |
| BLM inh | 15% | -4% | -1% | -1% | -5% | -1% | -9% | -5% |
| Pol kappa inh | 14% | 1% | 6% | 6% | -13% | 5% | -8% | -4% |
| 12-LOX inh | -13% | ? | 0% | -14% | -19% | -14% | -6% | 471%[activator] |
| Anesthetic bind | -4% | 1% | 0% | -3% | -11% | -13% | -21% | -5% |
| APE1 inh | 75%[activator] | 9% | -1% | 1% | 2% | -5% | -9% | -1% |

9) CC(=O)c1c(C)oc2ccc(OCc3ccccc3)cc12
10) COc1cn(CC(=O)Nc2ccccc2)c(CN2CCCCC2)cc1=O
11) COc1ccc(Cl)cc1NC(=O)CSc1nc(=O)n(Cc2ccco2)c2c1CCC2
12) Cc1ccc(-n2nc3c(N4CCCC(C(=O)NCc5ccccc5C)C4)nnc(C)c3c2C)cc1 (stereo not given)
13) Cc1ccc(CNC(=O)C(Cc2ccccc2)NS(=O)(=O)c2ccc(Br)s2)cc1 (stereo not given)
14) CCC(C)NCc1ccc(C(=O)OC)o1 (stereo not given)
15) COc1ccc(-n2nc(C(=O)NCC(=O)N3CCN(c4ccccn4)CC3)c3ccccc3c2=O)cc1OC
16) CC1CN(S(=O)(=O)c2ccc(C(=O)N3CCc4ccccc43)cc2)CC(C)O1 (stereo not given)

| compound no. | 9 | 10 | 11 | 12 | 13 | 14 | 15 | 16 |
| --- | --- | --- | --- | --- | --- | --- | --- | --- |
| TRHR agonist | -0.5 | 0.4 | 0.1 | -0.2 | 0.2 | 0.3 | -0.4 | -0.1 |
| POLI inh | -15% | 15% | 32%[activator] | 23% | 130%[activator] | 32%[activator] | 5% | -16% |
| POLB inh | 2% | -12% | 0% | ? | -1% | 3% | -20% | . |
| ERG Ets-DNA blk | 5% | 3% | 8% | 2% | 8% | 6% | -11% | -2% |
| BLM inh | -7% | -1% | -5% | -7% | -6% | 1% | -6% | . |
| Pol kappa inh | -27% | 0%[60.1 µM] | -6%[60.1 µM] | 6% | -13% | -10% | -4% | -3% |
| 12-LOX inh | -5% | -25% | ? | 2% | -2% | ? | -14% | 8% |
| Anesthetic bind | -17% | -15% | -18% | ? | -4% | -6% | ? | . |
| APE1 inh | 14% | . | . | . | -4% | -2% | -4% | 6% |

17) O=C(Cn1cc(SCc2cccc(Cl)c2)c2ccccc21)N1CCOCC1
18) CCc1ccc(CNC(=O)C2CCC(=O)N(CCc3ccc(Cl)cc3)C2)nc1 (stereo not given)
19) Cc1sc2ncnc(SCC(=O)N3c4ccccc4Sc4ccc(Cl)cc43)c2c1C
20) CCNc1ncc2nc(C)c(=O)n(Cc3cccc(OC)c3)c2n1
21) CCC(=O)c1ccc(N2CCN(C(=O)Cc3ccccc3)CC2)c(F)c1
22) O=S(=O)(c1ccccc1)N1CCC2(CCN(c3ccc(-c4ccccc4)cc3)CC2)CC1
23) CCc1ccc(-c2nc(NC(=O)c3ccc(OCC(=O)Nc4ccc(F)cc4)c(OC)c3)sc2C)cc1
24) Cc1nc2cccnc2n1C1CCN(S(C)(=O)=O)CC1

| compound no. | 17 | 18 | 19 | 20 | 21 | 22 | 23 | 24 |
| --- | --- | --- | --- | --- | --- | --- | --- | --- |
| TRHR agonist | 0.0&-0.1 | -0.7 | 0.0 | . | 0.5 | . | 0.1 | 0.6 |
| POLI inh | 12%&23% | 19% | 17% | . | -14% | . | 26% | -5% |
| POLB inh | -3%&73% | 2% | 3% | . | ? | . | 24% | 39% |
| ERG Ets-DNA blk | 0% | -5% | -1% | . | 9% | . | 2% | 3% |
| BLM inh | -7%&4% | -2% | -5% | -7% | 4% | -3% | -6% | -1% |
| Pol kappa inh | -7%&-20% | -3% | -4% | 4%[60.1 µM] | -5% | -6%[60.1 µM] | -4% | 20% |
| 12-LOX inh | ? | i | -16% | 267%[activator] | 1% | ? | -13% | -19% |
| Anesthetic bind | 3%&-18% | -9% | -4% | . | -8% | . | -14% | 4% |
| APE1 inh | 17% | -2% | -2% | 1% | -2% | -1% | 14% | . |

Complete entries, looked up by structure.
Shown for O=C(Cn1cc(SCc2cccc(Cl)c2)c2ccccc21)N1CCOCC1 → TRHR agonist = 0.0&-0.1; POLI inh = 12%&23%; POLB inh = -3%&73%; ERG Ets-DNA blk = 0%; BLM inh = -7%&4%; Pol kappa inh = -7%&-20%; 12-LOX inh = ?; Anesthetic bind = 3%&-18%; APE1 inh = 17%
Shown for Cc1nc2cccnc2n1C1CCN(S(C)(=O)=O)CC1 → TRHR agonist = 0.6; POLI inh = -5%; POLB inh = 39%; ERG Ets-DNA blk = 3%; BLM inh = -1%; Pol kappa inh = 20%; 12-LOX inh = -19%; Anesthetic bind = 4%; APE1 inh = .
Shown for O=S(=O)(c1ccccc1)N1CCC2(CCN(c3ccc(-c4ccccc4)cc3)CC2)CC1 → TRHR agonist = .; POLI inh = .; POLB inh = .; ERG Ets-DNA blk = .; BLM inh = -3%; Pol kappa inh = -6%[60.1 µM]; 12-LOX inh = ?; Anesthetic bind = .; APE1 inh = -1%

Next compounds
25) CN(C)c1ccnc(-c2cccc(NS(C)(=O)=O)c2)n1
26) CCN1CCc2nc(N)oc2CC1
27) CSc1ncc(Cl)c(C(=O)Nc2ccccc2Br)n1
28) CCC(C)(C)NC(=O)Cc1ccc(C)cc1
29) COc1ccc(P(=O)(COc2ccc([N+](=O)[O-])cc2)c2ccc(OC)cc2)cc1
30) CCC(=O)N1CCc2cc(S(=O)(=O)NC(C(=O)Nc3ccc(C(C)=O)cc3)C(C)C)ccc21 (stereo not given)
31) Cc1cc(C)cc(OCCCn2ccnc2)c1
32) O=C(NC1CCCCC1)c1cc(C2CC2)on1

| compound no. | 25 | 26 | 27 | 28 | 29 | 30 | 31 | 32 |
| --- | --- | --- | --- | --- | --- | --- | --- | --- |
| TRHR agonist | . | -1.3 | 0.2 | -0.4 | 1.9 | -1.2 | -0.2 | -0.3 |
| POLI inh | . | 16% | 31%[activator] | 14% | 30% | -16% | -15% | 32% |
| POLB inh | . | 18%[57.1 µM] | 3% | 4% | ? | 41% | 0% | -27% |
| ERG Ets-DNA blk | . | -3% | 9% | 2% | 4% | 4% | -7% | -5% |
| BLM inh | -14% | . | -11% | 0% | -3% | -1% | 0% | -3% |
| Pol kappa inh | -3%[60.1 µM] | -9%[60.1 µM] | 1% | 5% | -3% | -2% | -14% | -13% |
| 12-LOX inh | -9% | 13% | 8% | 0% | -14% | -28% | 9% | 8% |
| Anesthetic bind | 0% | . | -12% | -16% | -17% | 2% | ? | -6% |
| APE1 inh | 2% | 20%&17% | 1% | 2% | -3% | . | 2% | -2% |

33) Cc1sc2nc3ccc(N4CCCC4)nn3c(=O)c2c1C
34) COc1cccc(CN2CCN(Cc3nc4c(s3)CCCC4)CC2CCO)c1 (stereo not given)
35) CC(=O)Nc1ccc(NC(=O)CSc2nnc(NC(=O)c3ccco3)s2)cc1
36) COc1ccc(C(=O)CCC(=O)Nc2ccc(OC)c(Cl)c2)cc1
37) COc1cccc2sc(Nc3nc(-c4ccncc4)cs3)nc12
38) Cc1oc2ccc(O)c(CN3CCN(C)CC3)c2c1C(=O)Nc1ccc(C(C)C)cc1
39) CC(=O)c1ccc(NC(=O)COCc2cc(-c3ccco3)on2)cc1

| compound no. | 33 | 34 | 35 | 36 | 37 | 38 | 39 |
| --- | --- | --- | --- | --- | --- | --- | --- |
| TRHR agonist | 0.7 | 0.6 | 0.6 | 0.0 | -0.2 | 0.7 | -1.0 |
| POLI inh | ? | -26% | 10% | 10% | 28% | 25% | ? |
| POLB inh | 0% | 49% | 47% | ? | ? | 11% | ? |
| ERG Ets-DNA blk | -2% | 0% | -2% | -1% | 13% | -1% | 3% |
| BLM inh | -8% | -3% | -1% | -2% | -1% | 2% | 3% |
| Pol kappa inh | -29% | -9% | -5% | -11%[60.1 µM] | -4% | 14% | 4% |
| 12-LOX inh | -15% | -13% | -7% | -14% | -15% | -22% | -13% |
| Anesthetic bind | 32%[activator] | -9% | 0% | -12% | -4% | -6% | 33%[activator] |
| APE1 inh | -7% | 0% | -4% | . | ? | . | . |

Three of the entries above in order of the 12-LOX inh value, descending:
nr | smiles | TRHR agonist | POLI inh | ERG Ets-DNA blk | BLM inh | Pol kappa inh | 12-LOX inh | Anesthetic bind
35 | CC(=O)Nc1ccc(NC(=O)CSc2nnc(NC(=O)c3ccco3)s2)cc1 | 0.6 | 10% | -2% | -1% | -5% | -7% | 0%
39 | CC(=O)c1ccc(NC(=O)COCc2cc(-c3ccco3)on2)cc1 | -1.0 | ? | 3% | 3% | 4% | -13% | 33%[activator]
37 | COc1cccc2sc(Nc3nc(-c4ccncc4)cs3)nc12 | -0.2 | 28% | 13% | -1% | -4% | -15% | -4%
